SNCA expr inh: SNCA gene expression inhibition. HEK-293 SNCA-luciferase knock-in, luminescence, 24 h. Potency, µM (series often up to 57.2 µM), for the others: at the highest dose activity change, negative = inhibition, hits mostly inhibitors. actives 0.17% (n = 140,000). AID 1671194;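 note: potency is the fitted concentration of half-maximal effect; plate controls were DMSO cells for no effect and cell-free wells for full effect; nearly all actives have a fitted effect of over 45% in size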
HEK293 viab: reduces viability of HEK-293 SNCA reporter cells; HEK-293-SNCA-luc viability, GF-AFC fluorescence, 24 h; Potency, µM (highest dose often 57.1 µM), for the others: at the highest dose activity change, negative = cytotoxicity, actives largely listed as cytotoxic; actives 0.12% (n = 150,000); AID 1671193;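 note: potency is the fitted concentration of half-maximal effect; 0% = DMSO-treated cells and -100% = medium-only wells without cells; nearly all actives have a fitted effect of over 30% in size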
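Cytotoxicity counterscreen: after 24 h compound treatment of genome-edited SNCA-luciferase HEK-293 cells, live-cell protease substrate GF-AFC read by fluorescence after 30 min; activity scaled between DMSO (0%) and medium-only (-100%), curves Hill-fitted.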
FLuc inh: Photinus pyralis luciferase inhibition; AID 1347043; purified P. pyralis luciferase, luminescence, biochemical; actives 2.5% (n = 76,000); Potency, µM (top dose mostly 115 µM), inactives show at the highest dose activity change, negative = inhibition, usual class: inhibitors; note: potency is the fitted concentration of half-maximal effect; nearly all actives have a fitted effect of over 65% in size
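Luminescence read by CCD imaging after purified firefly luciferase (10nM final) was added to substrate buffer holding 10uM D-luciferin and 10uM ATP, pH 7.5, pre-dosed with compound.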
3T3 cytotox: kills NIH 3T3 cells. AID 1345082. Potency, µM (top dose mostly 96.7 µM), without a hit: at the top dose activity change, negative = cytotoxicity, actives largely listed as inhibitors. actives 4.3% (n = 94,000). NIH 3T3 viability, CellTiter-Glo ATP luminescence, 48-72 h; note: potency is the fitted concentration of half-maximal effect; nearly all actives have a fitted effect of over 55% in size
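Viability of NIH 3T3 cells after 48 or 72 hr compound treatment at 37 °C was assessed by CellTiter-Glo, with luminescence imaged following a 10 min room-temperature step.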
GPT2 inhibitor: inhibitors of human GPT2 alanine aminotransferase; Q8TD30; Recombinant GPT2, coupled pyruvate oxidase/HRP Amplex Red fluorescence; Potency, µM (titrated, usually from 57.7 µM), without a hit: at the top dose activity change, negative = inhibition, most hits filed as inhibitors; actives 0.25% (n = 100,000); AID 1671188; note: potency is the fitted concentration of half-maximal effect; nearly all actives have a fitted effect of over 60% in size; many of its hits are not listed in these tables
Target sequence (Q8TD30 whole entry, looked up): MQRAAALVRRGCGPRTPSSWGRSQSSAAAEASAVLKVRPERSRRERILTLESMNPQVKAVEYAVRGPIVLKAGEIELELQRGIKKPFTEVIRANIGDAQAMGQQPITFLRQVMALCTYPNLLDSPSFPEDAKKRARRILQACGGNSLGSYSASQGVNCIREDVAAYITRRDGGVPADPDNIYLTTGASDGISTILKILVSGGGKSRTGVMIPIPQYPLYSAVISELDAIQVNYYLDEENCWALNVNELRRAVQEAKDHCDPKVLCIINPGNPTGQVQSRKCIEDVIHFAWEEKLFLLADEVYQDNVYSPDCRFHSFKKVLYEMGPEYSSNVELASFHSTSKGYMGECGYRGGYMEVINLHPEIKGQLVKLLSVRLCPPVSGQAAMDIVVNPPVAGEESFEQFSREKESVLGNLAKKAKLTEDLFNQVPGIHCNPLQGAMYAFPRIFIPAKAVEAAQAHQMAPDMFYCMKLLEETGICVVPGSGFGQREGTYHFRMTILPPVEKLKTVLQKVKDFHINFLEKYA
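Fluorescence read-out: pyruvate from GPT2 turnover coupled to pyruvate oxidase, HRP and Amplex Red (0.2mM ThPP, 0.2U/mL PO and HRP, 50uM Amplex final). Substrates 250uM a-KG, 2mM L-alanine; enzyme 10ng/uL; 30 min RT.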
HEK293 tox: kills HEK 293 cells | HEK 293 viability, ATP luminescence (CellTiter-Glo), 48-72 h | Potency, µM (top dose mostly 115 µM), without a hit: top-dose activity change, negative = cytotoxicity, hits mostly inhibitors | actives 6.6% (n = 94,000) | AID 1345083; note: potency is the fitted concentration of half-maximal effect; nearly all actives have a fitted effect of over 60% in size
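HEK 293 cells seeded at 250 cells/well were exposed to compound for 48 or 72 hr at 37 degree Celsius. Viability taken as ATP content by CellTiter-Glo luminescence.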
IP6K1 inhibitor: inhibitors of human IP6K1; Q92551; IP6K1 kinase, ADP-Glo luminescence, 2 h; hits give low values; activity change, % (series mostly up to about 58 µM); actives 0.81% (n = 140,000); in the data active = activity change below about -25%
Target sequence (Q92551 whole entry, looked up): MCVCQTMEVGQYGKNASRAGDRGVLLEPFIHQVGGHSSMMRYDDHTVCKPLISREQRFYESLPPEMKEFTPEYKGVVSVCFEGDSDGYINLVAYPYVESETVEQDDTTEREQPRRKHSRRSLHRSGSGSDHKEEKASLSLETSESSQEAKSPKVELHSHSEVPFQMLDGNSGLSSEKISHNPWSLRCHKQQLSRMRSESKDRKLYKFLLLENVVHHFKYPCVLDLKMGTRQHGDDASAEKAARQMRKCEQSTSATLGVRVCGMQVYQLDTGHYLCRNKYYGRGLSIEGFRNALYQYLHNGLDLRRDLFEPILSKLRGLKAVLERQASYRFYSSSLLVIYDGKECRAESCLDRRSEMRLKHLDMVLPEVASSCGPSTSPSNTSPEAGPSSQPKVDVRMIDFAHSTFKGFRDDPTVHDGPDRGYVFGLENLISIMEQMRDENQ
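ADP-Glo luminescence measures ADP made by human IP6K1 during a 2 h RT reaction with ATP/IP6 (mix at 1.3 mM/130 uM); top library doses 57.5 and 19.1 uM final.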
An asterisk follows results filed as active; i = inactive; ? = inconclusive; / = not tested or not shown; [ ] = remark or other dose. Unless noted, calls come from the whole dose curve; as a rule, active = well fitted curve in the direction sought with a large enough effect; inconclusive = small, poorly fitted or top-dose-only effect, or another doubt; inactive = no such curve, though single readings can be large; an effect the other way counts as inactive or inconclusive. Unless noted, % is set by controls: 0 for no effect and ±100 for the full control effect.

Under each structure – SNCA expr inh	HEK293 viab	FLuc inh	3T3 cytotox	GPT2 inhibitor	HEK293 tox	IP6K1 inhibitor
1: COc1ccc(-c2nc(CSc3nnc(C)n4c3cc3oc(C)cc34)c(C)o2)cc1OC
    1%	7%	/	/	/	/	-5
2: CCNC(=O)Nc1ccc(C(C(=O)O)N2CCOCC2)cc1OC (centres undefined)
    6%	-3%	-1%	-4%	i	i	8
3: O=C(c1ccc(C(F)(F)F)cc1)N1CCC2(CC1)CC(=O)N(c1ccccc1)c1ccccc1O2
    -15%	1%	-1%	?	i	?	-11
4: CC(C)(CC(=O)O)CC(=O)N1Cc2[nH]cnc2C[C@H]1c1nc(Cc2ccccc2)no1
    16%[87.6 µM]	4%[87.6 µM]	-4%[172 µM]	0%[174 µM]	-3%[88.5 µM]	1%[172 µM]	-2
5: O=C(O)c1ccc(CN2C[C@H](O)C[C@H]2c2nc(-c3ccncc3)no2)cc1
    -17%[87.6 µM]	6%[87.6 µM]	7%[172 µM]	-16%[174 µM]	-2%[88.5 µM]	2%[172 µM]	10
6: Cc1ccc(N2C(=O)CSC23C(=O)N(CC(=O)NC2CCCCC2)c2ccccc23)cc1C (centres undefined)
    5%	-1%	/	/	/	/	19
7: O=C1NC2(CCN(C(=O)c3ccc(C(F)(F)F)cc3)CC2)COc2ccccc21
    13%	-6%	-1%	i	i	3%	5
8: COc1ccc2cc(-c3nc(-c4ccc(N(C)C)cc4)no3)c(=O)oc2c1
    23%	2%	/	/	/	/	20
9: O=C1NCCOCCN(S(=O)(=O)c2cccnc2)[C@H]2CCC[C@@H]12
    -11%	5%	-12%	-14%	i	1%	1
10: COc1ccc(-c2cc3ccc(O)c(CN4CCC(C)CC4)c3oc2=O)cc1
    17%	?	/	/	/	/	-3
11: COc1cccc(CNC(=O)c2cc(C)nc3c2c(C)nn3-c2cccc(F)c2)c1
    2%	2%	/	/	/	/	15
12: COc1cc(CNC(C)C)ccc1OCC(O)CN1CCSCC1 (centres undefined)
    1%	-9%	6%	4%	2%	-6%	13
13: COCc1nc(C2CC(NC(=O)c3cc(-c4ccsc4)n[nH]3)C2)cc(=O)[nH]1 (centres undefined)
    0%	3%	28µM*	-5%	0%	-10%	-2
14: Fc1ccc(CN2CCC3(CCC3N3CCOCC3)CC2)cc1F (centres undefined)
    8%	18%	/	-16%	-11%	-21%	21
15: c1cc(-c2cc(-c3ccc4cn[nH]c4c3)cn3cncc23)ccn1
    -19%[87.6 µM]	-3%[87.6 µM]	-26%[172 µM]	18µM*	-7%[88.5 µM]	63µM*	-3
16: CCCN1CCN(C(=O)Cn2c(-c3cccs3)cc3cc(F)ccc32)CC1
    -10%	-5%	/	/	/	/	-5
17: Cn1nnnc1SCCNCc1ccccc1OCc1ccccc1F
    40%[activator]	27%	/	/	/	/	-22
18: CCNC(=O)N1C[C@@H](Oc2cccnc2)C[C@H]1C(=O)N1CCCC1
    -12%	-5%	-1%	i	0%	i	-2
19: CCOCCC(=O)N1CCCC(c2cc(N3CCOCC3)nc(C)n2)C1 (centres undefined)
    -24%	11%	0%	-9%	0%	-17%	13
20: O=C(NC1CCN(C(=O)N2CC3CC(C2)[C@H]2CCCC(=O)N2C3)CC1)c1ccoc1 (some centres undefined)
    1%	7%	1%	4%	-13%	0%	0
21: CCc1ccc(C2C(C(=O)Nc3ccccc3)=C(C)Nc3nc(SCC(=O)c4ccc(C)cc4)nn32)cc1 (centres undefined)
    10%	-4%	/	/	/	/	17
22: Cn1cc(-c2ccc(Cl)cc2)cc1C(=O)O
    28%	-5%	?	?	i	?	-18
23: O=C(Nc1cccc(F)c1)c1ccc2snnc2c1
    74%[activator]	-24%	/	/	/	/	25
24: CCc1nc2ccc(C(=O)NCc3ccc(OC)c(OC)c3)cc2nc1CC
    22%	4%	/	/	/	/	-2
25: O=c1oc2ccccc2cc1-c1nnc(Nc2ccc(Cl)cc2Cl)s1
    25%	6%	/	/	/	/	21
26: COC(=O)Nc1nc2ccc(C(=O)c3ccccc3)cc2[nH]1
    59%	-20%	/	/	2%	/	-5
27: CCOc1ccc(N2CC(c3nc4ccccc4n3CCOc3ccccc3)CC2=O)cc1 (centres undefined)
    21%	-11%	/	/	/	/	4
28: CNC(=O)[C@@H]1C[C@@H](n2cc(CN(C)C(=O)Nc3ccccc3)nn2)CN1
    -19%	-2%	12%	0%	-5%	i	7
29: CCN1CCN(C(=O)C2N(c3ccc(OC)cc3)C(=O)C23CCCCC3)CC1 (centres undefined)
    -13%	-17%	2%	-9%	-17%	-6%	-5
30: O=C(NCc1ccc(Cl)cc1)c1cc(-c2ccc(F)cc2)on1
    -11%	25%	/	/	/	/	16
31: Cc1ccc(NC(=O)C2CN(S(=O)(=O)C3CC3)CC23CCCCC3)c(F)c1 (centres undefined)
    3%	-6%	-5%	?	-11%	?	2
32: O=C(Cc1c(F)cccc1Cl)N1C[C@@H](CO)[C@H](c2ccccn2)C1
    -11%	5%	-2%	i	-3%	-4%	7
33: Clc1ccccc1CNc1nc2ccccc2c2nc(-c3cccnc3)nn12
    7%	?	/	/	/	/	27
34: O=C(Nc1ccc(O)cc1)c1cccc(S(=O)(=O)N2CCOCC2)c1
    ?	4%	/	/	/	/	-1
35: COc1ccc(C)cc1NC(=O)Cn1nc2c(cc1=O)CCCCC2
    -4%	0%	-5%	-1%	4%	3%	1
36: O=C(C1CCC1)N1CCC(N2C(=O)C(O)C23CCCCC3)CC1 (centres undefined)
    26%	5%	4%	-1%	5%	2%	0
37: CC(C)c1nc2c(c(-c3ccc(O)cc3)n1)CCN(C(=O)C1CC1)CC2
    -1%	-19%	/	-5%	i	i	13
38: Cn1ncc2c(C(=O)NC3CCC3)cc(-c3ccccc3C(F)(F)F)nc21
    /	/	/	-27%	/	?	-4
39: Cc1noc(C)c1C(=O)N1CCC(c2nnc(CN(C)C)n2C)CC1
    -2%	-10%	8%	1%	i	1%	-1
40: O=C(Nc1ncc(-c2ccccc2)c2c1OCC2)c1ccccc1
    -24%[87.6 µM]	-12%[87.6 µM]	5.6µM*	?	4%[88.5 µM]	?	-8
41: CC1CCC(NC(=O)c2ccc3c(c2)N(Cc2cccc(Cl)c2)C(=O)c2ccccc2S3(=O)=O)CC1 (centres undefined)
    44%[activator]	-2%	/	/	/	/	-7
42: CCN1CCN(CCCNC(=O)c2ccc3nc(Cc4ccc(OC)cc4)oc3c2)CC1
    -23%	0%	/	/	/	/	-11
43: COC(=O)c1ccc2nc(C[C@@H]3C[C@@H](C(C)C)[C@H](CNC(=O)C(C)C)C=C3C)[nH]c2c1
    11%[87.6 µM]	-12%[87.6 µM]	-4%[172 µM]	?	-9%[88.5 µM]	?	-6
44: COc1ccc(N2CC(C(=O)N3CCSCC3)CC2=O)cc1Cl (centres undefined)
    -12%	-3%	-3%	2%	4%	-12%	-5
45: CC1=NS(=O)(=O)N(Cc2ccccc2)C=C1C(=O)OCc1noc(C)n1
    -15%	7%	3%	-14%	-24%	-13%	-7
46: COc1ccc(Nc2cnc3ccc(-c4ccccc4OC)nn23)cc1
    -22%[87.6 µM]	-9%[87.6 µM]	?	?	-22%[88.5 µM]	79µM*	-14
47: CCCC(=O)NC1CCN(c2cnn(C)c(=O)c2)CC1
    -8%	1%	0%	-4%	i	i	31
48: CNC(=O)c1cc(C2CC2)nc2c1c(C1CCCN1C(=O)Cc1cccc(Cl)c1)nn2C (centres undefined)
    /	/	/	-41%	/	?	10
49: Cc1ccc2c(c1)N(CCCC(=O)N1CCc3c(nc4cc(-c5ccccc5)[nH]n4c3=O)C1)C(=O)CO2
    4%	3%	-4%	-29%	i	10%	11
50: O=C(NCc1cccc(F)c1)c1nc2c(o1)CCN(Cc1cc(F)ccc1F)CC2
    -3%[87.6 µM]	-2%[87.6 µM]	14%[172 µM]	50µM*	3%[88.5 µM]	?	24
51: CCOc1ccc(CCNC(=O)Cn2ncc3c([nH]c4ccccc43)c2=O)cc1OCC
    15%	-6%	/	/	/	/	-1
52: CN(Cc1ccc(F)cc1)c1ccc2ncc(Nc3ccnc(N4CCOCC4)c3)n2n1
    ?	-18%[87.6 µM]	-13%[172 µM]	?	i	?	-21
53: O=C(Nc1ccccc1)O[C@@H]1CO[C@H]2[C@@H]1OC[C@@H]2NC(=O)C1CCC1
    22%[87.6 µM]	-6%[87.6 µM]	0%[172 µM]	-29%[174 µM]	-6%[88.5 µM]	?	-3
54: COc1ccccc1N1CCN(C(=O)c2c(OC)cc(=O)n3c2CCCC3)CC1
    13%	13%	0%	?	i	?	-11
55: Cc1nn2c(c1-c1ccccc1OCc1ccccc1)N(Cc1cccc(O)c1)CCC2
    ?	-21%[87.6 µM]	-13%[172 µM]	25µM*	i	28µM*	13
56: Cc1nn(-c2ccccc2)c2nc(C3CC3)cc(C(=O)Nc3cccc(F)c3)c12
    ?	-21%	/	/	/	/	2
57: C=C(C)C1CCC2(C(=O)OC3OC(COC4OC(CO)C(O)C(O)C4O)C(OC4OC(C)C(O)C(O)C4O)C(O)C3O)CCC3(C(=O)O)C(CCC4C5(C)CCC(=O)C(C)(C)C5CCC43C)C12 (centres undefined)
    /	-1%[12.5 µM]	/	/	i	/	13
58: COc1ccc(-c2noc(-c3cccn3CC(=O)Nc3cc(Cl)c(OC)cc3OC)n2)cc1F
    ?	?	-9%	?	-2%	?	-2
59: CC(=O)c1cc(-c2ccccc2)n(CC(=O)NCCc2ccc(C)cc2)c1C
    -2%	12%	/	/	/	/	8
60: NS(=O)(=O)c1ccc(C(=O)NC(Cc2ccncc2)C2CC(O)C2)cc1 (centres undefined)
    3%	-14%	-4%	-1%	i	2%	-1

Compound profiles (already shown). Order of screens: SNCA expr inh	HEK293 viab	FLuc inh	3T3 cytotox	GPT2 inhibitor	HEK293 tox	IP6K1 inhibitor
COc1ccccc1N1CCN(C(=O)c2c(OC)cc(=O)n3c2CCCC3)CC1 as listed: 13%	13%	0%	?	i	?	-11
CCN1CCN(CCCNC(=O)c2ccc3nc(Cc4ccc(OC)cc4)oc3c2)CC1 as listed: -23%	0%	/	/	/	/	-11
Cc1ccc2c(c1)N(CCCC(=O)N1CCc3c(nc4cc(-c5ccccc5)[nH]n4c3=O)C1)C(=O)CO2 as listed: 4%	3%	-4%	-29%	i	10%	11
